IDE exosite FP – exo-site inhibitors of human IDE, primary screen, biochemical, fluorescence anisotropy, probe displacement; purified IDE, FL-6b probe fluorescence polarization; hits give low values; actives 6.3% (n = 17,000); z-score at 20 µM; Insulin-degrading enzyme (Homo sapiens), P14735;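 active = z-score of -3 or lower, meaning strong loss of probe binding signal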;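 also: His-tagged human IDE residues 42-1019 made in E. coli with 30 nM FL-6b probe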
Target sequence (P14735 42-1019 limits assumed): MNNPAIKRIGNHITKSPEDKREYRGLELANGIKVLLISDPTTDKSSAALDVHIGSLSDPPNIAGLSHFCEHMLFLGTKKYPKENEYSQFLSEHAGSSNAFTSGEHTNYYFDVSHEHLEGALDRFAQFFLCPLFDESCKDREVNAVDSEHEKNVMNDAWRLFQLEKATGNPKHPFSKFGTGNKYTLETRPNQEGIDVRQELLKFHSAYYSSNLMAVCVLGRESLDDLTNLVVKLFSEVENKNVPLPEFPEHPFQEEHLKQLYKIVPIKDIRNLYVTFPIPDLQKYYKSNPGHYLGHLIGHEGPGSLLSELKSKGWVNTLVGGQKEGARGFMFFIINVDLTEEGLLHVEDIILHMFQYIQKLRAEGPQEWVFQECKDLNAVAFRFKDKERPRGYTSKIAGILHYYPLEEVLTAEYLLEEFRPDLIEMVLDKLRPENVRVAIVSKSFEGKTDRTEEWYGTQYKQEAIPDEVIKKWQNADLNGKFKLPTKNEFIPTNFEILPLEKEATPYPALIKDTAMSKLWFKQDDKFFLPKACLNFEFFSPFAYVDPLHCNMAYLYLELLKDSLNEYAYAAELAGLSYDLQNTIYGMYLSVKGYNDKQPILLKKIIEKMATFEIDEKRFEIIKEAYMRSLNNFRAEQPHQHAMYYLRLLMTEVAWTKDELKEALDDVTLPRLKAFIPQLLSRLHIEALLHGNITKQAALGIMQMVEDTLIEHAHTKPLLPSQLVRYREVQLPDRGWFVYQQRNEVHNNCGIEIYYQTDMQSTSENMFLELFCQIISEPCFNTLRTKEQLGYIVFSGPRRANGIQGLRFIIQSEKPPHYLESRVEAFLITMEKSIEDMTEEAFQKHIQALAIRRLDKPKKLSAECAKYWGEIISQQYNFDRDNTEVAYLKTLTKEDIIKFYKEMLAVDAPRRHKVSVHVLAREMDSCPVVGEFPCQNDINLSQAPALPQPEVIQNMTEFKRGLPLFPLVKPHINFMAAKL
Numbers without * were called inactive; & = joins results of further samples; ! = not confirmed by another sample. Only part of the results is shown. The share of hits here may be higher or lower than overall.

SMILES | IDE exosite FP
COc1cccc(NC(=O)N2CC(=O)N3[C@@H](CO)[C@H](c4ccc(C5=CCCCC5)cc4)[C@@H]3C2)c1 | -1.1
O=C(O)C[C@H]1C[C@@H]2c3cc(NC(=O)Nc4ccc(C(F)(F)F)cc4)ccc3O[C@@H]2[C@@H](CO)O1 | 1.8
CCCNC(=O)N1[C@H](CO)[C@@H](c2ccccc2C2=CCCCC2)[C@@H]1C#N | 0.58
CC(=O)NC[C@@H]1[C@@H](c2ccc(C3=CCCC3)cc2)[C@H](CO)N1Cc1cccnc1 | -0.5
O=C(NC1CCCC1)N[C@@H]1C=C[C@@H](CC(=O)N2CCOCC2)O[C@H]1CO | 1.5
CN1C(=O)c2cc(NC(=O)Cc3cccs3)ccc2OC[C@H]2O[C@H](CC(=O)NCCCN3CCOCC3)CC[C@H]21 | 0.68
OC[C@H]1[C@H](c2ccc(-c3ccccc3F)cc2)[C@H]2CN(Cc3cncnc3)CCCCN21 | -3.2*
O=C(C[C@@H]1C[C@H]2c3cc(NC(=O)C4CCC4)ccc3O[C@H]2[C@H](CO)O1)NC1CCCC1 | 0.72
CCCNC(=O)N1[C@@H](CO)[C@@H](c2ccc(-c3ccccc3)cc2)[C@@H]1CNC(C)=O | 0.87
c1cncc(-c2ccc(C3[C@@H]4CN(Cc5nccs5)C[C@H]3N4)cc2)c1 (some centres not stated) | -0.67&1.8
CO[C@H]1CC[C@@H]2CCOc3c(C#N)cccc3C(=O)N(C)C[C@H](c3ccccc3)CC(=O)N(C)C[C@@H]1O2 | 2
CS(=O)(=O)N1CC(=O)N2[C@H](C1)[C@@H](c1ccc(C#Cc3ccccc3)cc1)[C@@H]2CO | -1.9
C/C=C/c1ccc([C@H]2[C@@H](CO)N[C@@H]2CN(CC)C(=O)c2ccccn2)cc1 | -0.098
C[C@H](CO)N1C[C@H](C)[C@@H](CN(C)C(=O)NC2CCCCC2)Oc2ccc(N(C)C)cc2CC1=O | 0.5
COc1cccc(NC(=O)N2CC(=O)N3[C@H](CO)[C@H](c4ccc(C#CCC5CCCC5)cc4)[C@H]3C2)c1 | 0.51
COCC(=O)N1CC(=O)N2[C@H](C1)[C@H](c1ccc(-c3ccccc3)cc1)[C@@H]2CO | 3.7
C/C=C/c1ccccc1[C@H]1[C@@H](C#N)N(c2nc(CC)cs2)[C@@H]1CO | 0.29
Cc1cccc(-c2ccc([C@@H]3[C@@H](CO)N4CCCCN(S(=O)(=O)c5cccs5)C[C@H]34)cc2)c1 | 1.5
Cc1ccccc1-c1ccc([C@H]2[C@@H](CO)N3C(=O)CN(C(=O)c4ccncc4)C[C@H]23)cc1 | -10*
COc1ccc(-c2ccc([C@H]3[C@@H](CO)N4C(=O)CN(C(=O)c5ccccn5)C[C@@H]34)cc2)cc1 | -1.3
COc1ccccc1NC(=O)N1C[C@H](O)COC[C@H]2O[C@@H](CC(=O)N3CCC(Cc4ccccc4)CC3)CC[C@@H]21 | -0.96
N#Cc1cccc(-c2ccc([C@H]3[C@@H](CO)N[C@@H]3CNC(=O)C3CC3)cc2)c1 | 0.85
C/C=C/c1ccc([C@H]2[C@@H](CNC(=O)c3ccccn3)N(C(=O)CC)[C@H]2CO)cc1 | 3.1
O=C(C[C@H]1C=C[C@@H](NC(=O)Cc2ccccn2)[C@@H](CO)O1)NCCc1ccncc1 | -0.46
COc1cccc(C#Cc2ccc([C@H]3[C@H]4CN(C(=O)Cc5ccccc5)CC(=O)N4[C@H]3CO)cc2)c1 | -1.8
O=C(C[C@@H]1C[C@@H]2c3cc(NC(=O)CC4CC4)ccc3O[C@@H]2[C@H](CO)O1)NCC1CC1 | -0.63
Cc1ccc(-c2ccc(C3[C@H]4CNC[C@@H]3N4Cc3nccs3)cc2)cc1 (some centres not stated) | 1.6
CCCC#Cc1ccc([C@@H]2[C@H]3CN(C(=O)CN4CCOCC4)CC(=O)N3[C@H]2CO)cc1 | 4.2
COCC(=O)N(C[C@@H]1N[C@@H](CO)[C@H]1c1ccc(C2=CCCCC2)cc1)C(C)C | 3
COc1ccc([C@H]2C/C=C\C[C@@H](c3cccc(Cl)c3)NC(=O)[C@H](c3ccccc3)CC(=O)N2)c(OC)c1 | 0.99
CN(C)C(=O)c1cccc(-c2ccccc2[C@H]2[C@@H](CO)N(C(=O)C3CCC3)[C@H]2C#N)c1 | 2.3
CCN1CC(=O)N2[C@H](CO)[C@@H](c3ccc(-c4cccnc4)cc3)[C@H]2C1 | 0.2
C[C@H]1CCCCO[C@@H](CN(C)C(=O)C2CCCCC2)[C@@H](C)CN([C@@H](C)CO)C(=O)c2cc(NS(=O)(=O)c3ccccc3)ccc2O1 | -0.25
C/C=C/c1ccc([C@H]2[C@@H](CNC(=O)CC)N(C(=O)COC)[C@H]2CO)cc1 | 6.1
Cc1cccc(S(=O)(=O)N2C[C@@H]3N[C@H](C2)C3c2ccc(-c3cccnc3)cc2)c1 (some centres not stated) | -0.81&2.3
O=C(Nc1ccc(F)cc1)N1C[C@H]2[C@@H](c3ccccc31)[C@@H](CO)N2Cc1ccccc1Cl | 3.3
CN(C)CC(=O)N1[C@H](CO)[C@H](c2ccc(-c3cccc(C(=O)N(C)C)c3)cc2)[C@@H]1C#N | 1.7
COCC#Cc1ccc([C@@H]2[C@@H](CO)N3CCCCN(S(=O)(=O)c4ccccc4C)C[C@H]23)cc1 | 1.7
O=C(CN1CCOCC1)N1C[C@@H]2N[C@H](C1)C2c1ccc(-c2ccccc2)cc1 (some centres not stated) | 1.6&4
CC(=O)N1[C@@H](CO)[C@H](c2ccccc2)[C@@H]1CN(C)S(=O)(=O)c1ccccc1 | -0.97
Cc1ccccc1-c1ccc([C@H]2[C@@H](CO)N3CCCCN(S(=O)(=O)c4cn(C)cn4)C[C@H]23)cc1 | -17*
CCC(=O)N1CCCCN2[C@H](CO)[C@H](c3ccc(-c4cccnc4)cc3)[C@H]2C1 | -0.72
OC[C@@H]1[C@@H](c2ccccc2)C2(CN(CC3CC3)C2)N1Cc1ccc(F)cc1 | 0.32
COc1ccccc1S(=O)(=O)N1C[C@@H]2N[C@H](C1)C2c1ccc(-c2ccccc2C)cc1 (some centres not stated) | -7.9*!
O=C1CN(Cc2ccc(F)cc2)C[C@@H]2[C@@H](c3ccc(Br)cc3)[C@@H](CO)N12 | 4.2
O=C(C[C@H]1CC[C@@H]2[C@H](COC[C@@H](O)CN2Cc2nccs2)O1)NCc1ccccc1Cl | 0.51
CN(C)C(=O)c1cccc(-c2ccc([C@H]3[C@@H](C#N)N(C(=O)C4CC4)[C@H]3CO)cc2)c1 | 2.9
O=C(C[C@@H]1CC[C@@H]2[C@H](COC[C@@H](O)CN2Cc2ccc(C(F)(F)F)cc2)O1)N1CCc2ccccc2C1 | 1.2
COc1cccc(-c2ccc([C@H]3[C@H](CO)N4C(=O)CN(C(=O)C5CCOCC5)C[C@@H]34)cc2)c1 | -1.8
CCCC#Cc1ccc([C@H]2[C@@H](CO)N3C(=O)CN(S(=O)(=O)Cc4ccccc4)C[C@@H]23)cc1 | 1.1
C[C@H]1CN([C@@H](C)CO)C(=O)CCCn2nncc2CO[C@H]1CN(C)Cc1ccc2cccnc2c1 | 0.047
C[C@@H]1CN([C@@H](C)CO)C(=O)Cc2cc(N(C)C)ccc2O[C@H]1CN(C)Cc1ccc(-c2ccccc2)cc1 | 1.3
C/C=C/c1ccccc1[C@H]1[C@H](C#N)N(c2nc(CC)cs2)[C@H]1CO | 1
COc1ccc(CNC(=O)C[C@@H]2CC[C@H](NC(=O)CN(C)C)[C@@H](CO)O2)cc1 | 0.45
O=S(=O)(c1ccccc1F)N1CCCCN2[C@@H](CO)[C@@H](c3ccc(-c4cccnc4)cc3)[C@@H]2C1 | -13*
CC(C)(O)C#Cc1ccc([C@@H]2[C@H]3CN(C(=O)c4cccnc4)CCCCN3[C@H]2CO)cc1 | 0.6
COc1ccccc1-c1ccccc1[C@H]1[C@@H](CO)N(C(=O)CN(C)C)[C@H]1C#N | 0.75
COc1cccc(S(=O)(=O)Nc2ccc3c(c2)C(=O)N(C)C[C@H](OC)[C@H](C)CN(Cc2ccccc2F)[C@H](C)CO3)c1 | 0.11
O=C(C[C@H]1C[C@H]2c3cc(NC(=O)C4CCC4)ccc3O[C@H]2[C@@H](CO)O1)NC1CCCC1 | -1.4
CCS(=O)(=O)N1CC2(CN(Cc3ccc4c(c3)OCO4)[C@@H](CO)c3[nH]c4cc(OC)ccc4c32)C1 | -0.042

Structural class: the entries above containing a CF3 group.
SMILES | IDE exosite FP
O=C(O)C[C@H]1C[C@@H]2c3cc(NC(=O)Nc4ccc(C(F)(F)F)cc4)ccc3O[C@@H]2[C@@H](CO)O1 | 1.8
O=C(C[C@@H]1CC[C@@H]2[C@H](COC[C@@H](O)CN2Cc2ccc(C(F)(F)F)cc2)O1)N1CCc2ccccc2C1 | 1.2

Going on with the list:
SMILES | IDE exosite FP
Cc1cc(C(=O)Nc2ccc3c(c2)C(=O)N(C)[C@H]2CC[C@H](CC(=O)O)O[C@@H]2CO3)no1 | -0.95
CCCC#Cc1ccc([C@@H]2[C@H](CO)N3CCCCN(S(=O)(=O)Cc4ccccc4)C[C@@H]23)cc1 | 3.8
N#C[C@@H]1[C@H](c2ccccc2C2=CCCCC2)[C@H](CO)N1C(=O)Cc1ccncc1 | 6.5
C[C@@H]1CN([C@H](C)CO)C(=O)c2cc(C#Cc3ccccc3)cnc2O[C@H]1CN(C)C(=O)c1ccccc1 | -2.2
O=C(c1ccc(F)cc1)N1CC(=O)N2[C@H](CO)[C@@H](c3ccc(C#CCC4CCCC4)cc3)[C@@H]2C1 | -0.78
N#C[C@@H]1[C@H](c2ccc(C3=CCCC3)cc2)[C@@H](CO)N1C(=O)C1CCC1 | 4.2
COc1ccccc1-c1ccccc1[C@@H]1[C@@H](C#N)N(C(=O)CN(C)C)[C@@H]1CO | -0.39
C/C=C/c1ccc([C@@H]2[C@H](CN(C)S(C)(=O)=O)N[C@@H]2CO)cc1 | 3.8
O=C(c1ccc(F)cc1)N1C[C@@H]2N[C@H](C1)C2c1ccc(-c2ccc(F)cc2)cc1 (some centres not stated) | 3.9
Cc1ccccc1-c1ccc([C@H]2[C@H](CO)N3C(=O)CN(C(=O)Nc4cccc(F)c4)C[C@@H]23)cc1 | -3*
O=C(c1cccnc1)N1CC(=O)N2[C@H](CO)[C@@H](c3ccc(/C=C/c4ccccc4)cc3)[C@H]2C1 | -5.4*
CCC(=O)N1[C@H](CO)[C@@H](c2ccccc2)[C@@H]1CNC(=O)CN1CCOCC1 | 2.2
Cc1cccc(S(=O)(=O)N2CCCCN3[C@H](CO)[C@H](c4ccc(C#CC(C)C)cc4)[C@H]3C2)c1 | 4
Cc1noc(C)c1NC(=O)N(C)C[C@@H]1OCc2cn(nn2)CCCC(=O)N([C@H](C)CO)C[C@@H]1C | -0.64
COCC(=O)N(C)C[C@@H]1[C@@H](c2ccc(-c3cccnc3)cc2)[C@H](CO)N1C(C)=O | 0.011
COc1ccccc1CNC(=O)C[C@@H]1C[C@@H]2c3cc(NC(=O)C4CCC4)ccc3O[C@@H]2[C@H](CO)O1 | 0.33
COc1ccc(-c2ccc([C@@H]3[C@H]4CN(CC5CCOCC5)CCCCN4[C@H]3CO)cc2)cc1 | 0.21
CCC(=O)N1CC(=O)N2[C@H](C1)[C@@H](c1ccc(C#CCc3ccccc3)cc1)[C@@H]2CO | -2.5
O=S(=O)(Cc1ccccc1)N1CCCCN2[C@H](CO)[C@@H](c3ccc(-c4ccccc4)cc3)[C@H]2C1 | 1.6
CN(C[C@H]1N[C@@H](CO)[C@@H]1c1ccccc1)C(=O)c1ccccn1 | -1.3
CN(C)C(=O)c1cccc(-c2ccc(C3[C@H]4CNC[C@@H]3N4S(=O)(=O)c3ccc(Cl)cc3)cc2)c1 (some centres not stated) | 4.1&3.3
COCC(=O)N1CC(=O)N2[C@H](C1)[C@@H](c1ccc(C#Cc3cccnc3)cc1)[C@@H]2CO | -0.066
C/C=C/c1ccc([C@H]2[C@@H](CO)N3C(=O)CN(C(=O)Nc4ccc(F)cc4)C[C@H]23)cc1 | -0.12
CS(=O)(=O)N1[C@H](CO)[C@@H](c2ccc(C#CC3CC3)cc2)[C@@H]1C#N | 2.8
C[C@H]1CCCCO[C@@H](CN(C)Cc2ccc(C(F)(F)F)cc2)[C@@H](C)CN([C@@H](C)CO)C(=O)c2cc(NC(=O)Nc3cccc4ccccc34)ccc2O1 | 0.55
COCC(=O)N1[C@H](C#N)[C@@H](c2ccccc2-c2ccc(C)cc2)[C@@H]1CO | 3.1
CN(C)C(=O)c1ccc(-c2ccc([C@@H]3[C@H]4CN(C(=O)C5CCCC5)CC(=O)N4[C@H]3CO)cc2)cc1 | 0.36
CCC(=O)N1C[C@H]2[C@@H](c3ccccc31)[C@@H](CO)N2Cc1ccc(F)cc1 | 1.2

Structures listed so far with four or more nitrogen atoms (10):
SMILES | IDE exosite FP
CN1C(=O)c2cc(NC(=O)Cc3cccs3)ccc2OC[C@H]2O[C@H](CC(=O)NCCCN3CCOCC3)CC[C@H]21 | 0.68
OC[C@H]1[C@H](c2ccc(-c3ccccc3F)cc2)[C@H]2CN(Cc3cncnc3)CCCCN21 | -3.2*
c1cncc(-c2ccc(C3[C@@H]4CN(Cc5nccs5)C[C@H]3N4)cc2)c1 (some centres not stated) | -0.67&1.8
C[C@H](CO)N1C[C@H](C)[C@@H](CN(C)C(=O)NC2CCCCC2)Oc2ccc(N(C)C)cc2CC1=O | 0.5
O=C(C[C@H]1C=C[C@@H](NC(=O)Cc2ccccn2)[C@@H](CO)O1)NCCc1ccncc1 | -0.46
CN(C)CC(=O)N1[C@H](CO)[C@H](c2ccc(-c3cccc(C(=O)N(C)C)c3)cc2)[C@@H]1C#N | 1.7
Cc1ccccc1-c1ccc([C@H]2[C@@H](CO)N3CCCCN(S(=O)(=O)c4cn(C)cn4)C[C@H]23)cc1 | -17*
C[C@H]1CN([C@@H](C)CO)C(=O)CCCn2nncc2CO[C@H]1CN(C)Cc1ccc2cccnc2c1 | 0.047
Cc1noc(C)c1NC(=O)N(C)C[C@@H]1OCc2cn(nn2)CCCC(=O)N([C@H](C)CO)C[C@@H]1C | -0.64
C[C@H]1CCCCO[C@@H](CN(C)Cc2ccc(C(F)(F)F)cc2)[C@@H](C)CN([C@@H](C)CO)C(=O)c2cc(NC(=O)Nc3cccc4ccccc34)ccc2O1 | 0.55

Screening results: PubChem, Broad Institute
